Compound activity (PubChem BioAssay)
Mtb RmlCD inh: M. tuberculosis RmlC/RmlD coupled enzyme inhibitors, primary screen, biochemical, compound mixtures, 384-well, from 1536-well plates; AID 1533, 2009; RmlC+RmlD coupled enzyme assay, percent inhibition; primary screen in compound mixtures; dTDP-4-dehydrorhamnose reductase (Mycobacterium tuberculosis (strain ATCC 25618 / H37Rv)) …; 0.03% of 160,000 active; inhibition, % at 3.6 µM; in the data active means inhibition mostly above about 34%, no sharp cut-off; further: some results filed as inactive read as strong as hits
Target sequence (P9WH09 whole entry, looked up): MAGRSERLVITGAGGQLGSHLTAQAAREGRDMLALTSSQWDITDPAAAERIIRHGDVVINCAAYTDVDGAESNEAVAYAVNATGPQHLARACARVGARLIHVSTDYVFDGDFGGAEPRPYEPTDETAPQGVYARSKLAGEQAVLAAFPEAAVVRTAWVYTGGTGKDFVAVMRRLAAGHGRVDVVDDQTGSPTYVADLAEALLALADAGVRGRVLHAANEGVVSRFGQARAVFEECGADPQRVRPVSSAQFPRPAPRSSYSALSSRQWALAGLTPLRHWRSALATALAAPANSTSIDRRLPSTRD
Target sequence (P9WH11 whole entry, looked up): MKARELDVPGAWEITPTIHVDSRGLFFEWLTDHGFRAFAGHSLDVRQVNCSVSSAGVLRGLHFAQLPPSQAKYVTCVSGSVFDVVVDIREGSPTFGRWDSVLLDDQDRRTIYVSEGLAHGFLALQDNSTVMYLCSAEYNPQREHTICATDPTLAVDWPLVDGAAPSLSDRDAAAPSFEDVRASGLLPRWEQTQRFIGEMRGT
GlmU inhibition: inhibition of mycobacterial GlmU enzyme – biochemical, glucosamine-1-phosphate acetyltransferase (AID 1376); M. tuberculosis GlmU acetyltransferase enzyme assay; higher % means a stronger effect; one-dose inhibition, %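 (tested at 30 µM in the primary screen)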; IC50 in µM for titrated hits; 0.25% of 220,000 active; in the data active means inhibition above about 13%;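 further: 0% = complete reaction with vehicle and 100% = reaction without substrate; strong numbers were not always called active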
An asterisk follows results filed as active; . = no result given; & = joins results of further samples. These rows are one share of the data; the hit share may differ from the screen's.

Results follow in this order: Mtb RmlCD inh	GlmU inhibition
- CN(Cc1cn[nH]c1-c1cc2ccccc2o1)CC1CCOCC1
→ 2.4	-1.0%
- COC(=O)CN(C#N)c1nc(SC)nc(N(C)C)n1
→ .	4.5%
- C=CCN1C(=O)/C(=C2/Sc3ccccc3N2C)SC1=Nc1ccccc1C
→ -6.0	3.2%
- COc1cccc(NC2=C(C#N)C(=O)NC(c3cccc(OC)c3O)S2)c1 (stereo not drawn)
→ -10.9	3.6%
- NCC(=O)Nc1ccc(Cl)cc1C(=O)c1ccc[nH]1
→ .	-1.9%
- CN(C)C(=O)CN1C(=O)C2CC=C(Cl)CC2C1=O (stereo not drawn)
→ -10.2	.
- COc1ccc2nc3sc(C(=O)NCCN4CCc5ccccc5C4)cc3cc2c1
→ -8.8	15.0%*
- Cc1ccc(-c2nn(CCC(=O)O)cc2CCC(=O)O)cc1
→ .	1.5%
- O=c1[nH]c(-c2cccnc2)nc2ccccc12
→ -3.9	0.2%
- CCOC(=O)C(C#N)(Cc1cc(OC)cc(OC)c1)Cc1cc(OC)cc(OC)c1
→ .	-0.5%
- CCO[C@H]1OC(C(N)=O)=C[C@@H](c2ccc(Br)cc2)[C@@H]1CCCO
→ .	3.4%
- C/C(=N/OC(=O)CC(C)C)c1cc(-c2ccc(Cl)cc2)no1
→ -7.5	0.8%
- Cc1cc(C)c(S(=O)(=O)/N=C2\C=CC(=O)C(Cl)=C2)c(C)c1
→ 4.9	14.5%*
- O=C(CNC(=O)c1ccco1)N/N=C/c1c[nH]c2ccccc12
→ -5.9	-1.2%
- Cc1ccc(/C=C/C(=O)O)cc1S(=O)(=O)Nc1ccc(C(=O)O)cc1
→ -50.5	4.1%
- CC(=O)OCC1(C)CN(c2ccccc2)N(C(=O)c2ccc(F)cc2)C1=O (stereo not drawn)
→ -7.0	-1.3%
- COc1ccc(-c2[nH]n(-c3ccc([N+](=O)[O-])cc3)c(=O)c2C=NCc2ccncc2)cc1
→ -7.2	1.5%
- O=C(CN(Cc1ccco1)C(=O)CNS(=O)(=O)c1ccc(Cl)cc1)NCC1CCCO1 (stereo not drawn)
→ 41.7	10.1%
- COc1ccc(N(CC(=O)N/N=C/c2ccc3c(c2)OCO3)S(=O)(=O)c2ccccc2)cc1
→ -6.5	6.1%
- CNC(=O)C1CC(=O)N(CCc2ccccc2)C(=Nc2ccc(OC)cc2)S1 (stereo not drawn)
→ 8.5	-0.1%
- CCOc1cc(CNc2nn[nH]n2)ccc1OCC(=O)NC(C)(C)C
→ -8.8	1.4%
- COc1ccc(CCn2c(O)c(C=NCCCn3ccnc3)c(=O)[nH]c2=O)cc1OC
→ 40.6	-4.4%
- CCOc1ccc(-c2c(=O)n(OCc3ccccc3Br)c3ccccc3[n+]2[O-])c(OCC)c1
→ 5.6	1.0%
- COC(=O)c1nn(-c2ccccc2)c(=O)cc1Oc1ccccc1
→ -7.0	2.1%
- COc1ccccc1NC(=O)CC1S/C(=N/N=C2\CCCc3ccccc32)NC1=O (stereo not drawn)
→ .	-2.0%
- c1ccc(SCc2nc3ccccc3[nH]2)nc1
→ -5.3	4.5%
- COC(=O)CNC(=O)C1Cc2ccccc2CN1S(=O)(=O)c1cccs1 (stereo not drawn)
→ 4.8	9.2%
- NS(=O)(=O)c1ccc(CCNC(=O)CCCn2c(SCC(=O)N3CCCC3)nc3ccsc3c2=O)cc1
→ 11.0	-2.1%
- O=C(Nc1ccccc1)C1=C[C@H](C2CCCCC2)C[C@H](OCc2ccc(CO)cc2)O1
→ .	-3.0%
- COc1cccc(CNC(=O)CCCNS(=O)(=O)c2cccs2)c1
→ 2.4	-2.1%
- Cc1ccccc1NC(=O)c1c(Cl)nc(C)c(Cl)c1C
→ -6.0	3.3%
- CCNS(=O)(=O)c1ccc(NC(=O)Nc2cccc(OC)c2)cc1
→ -7.3	-1.3%
- CCN1CCN(S(=O)(=O)c2ccc(Oc3ccccc3OC)cc2)CC1
→ -1.3	-2.0%
- O=C(NC(=S)N1CCCCC1)c1csc([N+](=O)[O-])c1
→ -3.0	.
- Cc1ccc(C(=O)Nc2sc3c(c2C#N)CCCCC3)cc1C
→ .	3.1%
- Cc1cc(C)nc(N2CCCC(C(=O)NC3CCCC3)C2)n1 (stereo not drawn)
→ .	3.9%
- Cc1ccc2nc(C(Cl)(Cl)Cl)nc(N/N=C/c3ccncc3)c2c1
→ 6.1	1.9%
- Cc1ccc(CN2CCN(Cc3c(C)nn(C(C)C)c3C)CC2CCO)o1 (stereo not drawn)
→ -12.1	-8.1%
- Cc1nc2ccccn2c1C(=O)N/N=C/c1ccccc1[N+](=O)[O-]
→ 4.5	-5.3%
- CCC1C/C(=C/c2ccco2)C(=O)/C(=C/c2ccco2)C1 (stereo not drawn)
→ .	1.5%
- NC(Cc1ccc2nonc2c1)C(=O)O (stereo not drawn)
→ 52.2	0.5%
- CC(C)CC(=O)N1CCC(O)(CS(=O)(=O)c2ccc(Cl)c(Cl)c2)CC1
→ -3.0	4.6%
- COc1ccc(C(C)C)cc1S(=O)(=O)N1CCN(c2ccccc2)CC1
→ .	-4.4%
- CN(C(=O)CCc1nnc(Cc2ccc(-c3ccccc3)cc2)o1)C1CCOCC1
→ 4.6	2.2%
- Cc1nc(-c2ccccc2)c(Cc2ccccc2O)c(=O)[nH]1
→ .	-2.2%
- CN(C)c1ccc(C(O)P(=O)(OC2CCCCC2)OC2CCCCC2)cc1 (stereo not drawn)
→ 7.3	6.8%
- CC1CCN(c2cc(N3CCN(C(=O)c4ccc(F)c(F)c4)CC3)c([N+](=O)[O-])cc2F)CC1
→ -7.8	3.6%
- COc1ccc(SCC(=O)Nc2ccccc2Cl)cc1
→ -11.1	-3.3%
- Cc1ccc2nc(-c3cc(-c4ccccc4)no3)cn2c1
→ -0.1	-0.1%
- CCOC(=O)CSc1nc(N)c2c3c(sc2n1)CCCC3
→ .	0.5%
- O=C(NC(=S)Nc1ccc2oc(=O)ccc2c1)c1cc2ccccc2o1
→ 3.5	0.2%
- CCOC(=O)Cn1nc(CC)c2ccccc2c1=O
→ .	0.5%
- CCOc1ccc(C2CC(c3cccc(OC)c3)n3nc(N)nc3N2)cc1 (stereo not drawn)
→ -1.4	0.0%
- N#CC1=C(O)CCCn2c1nc1ccccc1c2=O
→ .	2.0%
- COCc1c(C(=O)NC2CCCCCC2)oc2ccccc12
→ -5.9	-0.6%
- C=CCn1c(C(C)NC(=O)c2ccccc2)n[nH]c1=S (stereo not drawn)
→ 1.9	4.9%
- COc1ccccc1CNC(=O)c1cccc2c1C(=O)N(Cc1cccnc1)C2
→ -9.3	-1.8%
- COc1ccc(C(=O)/C=C/Nc2ccc(NC(C)=O)cc2)cc1OC
→ -2.9	8.7%
- CNC(=S)NNC(=O)c1cccn(Cc2cccc(Cl)c2)c1=O
→ 3.9	-2.0%
- CC(C)CNC(=O)c1ccccc1NC(=O)CSCc1ccccc1
→ -6.2	-7.8%

(list continues)
Results follow in this order: Mtb RmlCD inh	GlmU inhibition
- Cc1cc(=O)[nH]c(S)c1C#N
→ -13.6	1.3%
- CCOc1cccc(-c2cc(=O)[nH][nH]2)c1
→ .	-3.1%
- O=C(COc1cccnc1[N+](=O)[O-])NCc1cccs1
→ .	-1.6%
- O=C(CC1C(=O)NCCN1Cc1c(F)cccc1Cl)NC1CCCC1 (stereo not drawn)
→ 6.5	7.1%
- CCOC(=O)c1c(NC(=S)Nc2ccc(F)cc2)sc2c1CCC2
→ -7.0	4.7%
- Cc1sc(NC(=O)CN2CCN(c3ccccn3)CC2)c(C#N)c1C
→ 0.6	0.4%
- NC(=O)/C(=C\c1cccnc1)NC(=O)c1ccccc1
→ 51.1	-0.7%
- O=C1COc2ccc(C(=O)COc3ccc([N+](=O)[O-])cc3)cc2N1
→ -6.4	-4.1%
- CCCSc1cc(NCCOC(C)=O)c([N+](=O)[O-])c2nonc12
→ -7.0	1.3%
- Cc1ccc2c(c1)c1c3n2CCN=C3CCC1
→ 8.4	-6.6%
- COc1ccc(Br)cc1C(=O)N/N=C/c1ccc([N+](=O)[O-])cc1
→ -6.1	6.9%
- CCOC(=O)c1nnn(CC(=O)Nc2cccc(OC)c2)c1C(=O)OCC
→ 4.8	2.1%
- CCCNC(=O)N1CCC2(CC1)OCCO2
→ 9.3	-1.1%
- N#CCCSc1nc(N2CCOCC2)c2c(c1C#N)CCCC2
→ .	2.3%
- COc1ccccc1Oc1ccc2c(c1)C(=O)N(c1cccc(O)c1)C2=O
→ -14.3	5.8%
- CCOC(=O)c1c(C)n(C)c2cc([N+](=O)[O-])c(O)c([N+](=O)[O-])c12
→ 10.7	1.8%
- COc1cc(-c2nc(CN(C)Cc3nnc(C)o3)c(C)o2)ccc1F
→ -9.4	5.6%
- CC(=O)/C(N=Nc1cc2c(cc1[N+](=O)[O-])OCCO2)=C(\C)O
→ -8.6	-1.6%
- CC[C@H](CO)Nc1nc(Nc2cccc(Cl)c2)c2ncn(C(C)C)c2n1
→ .	-0.9%
- CC(=O)c1ccc(OC(=O)c2cc3ccccc3oc2=O)cc1
→ 6.3	2.5%
- CCCCCCc1nc2ccccc2c(=O)n1NC(=O)c1c(O)c2c(n(CC(C)C)c1=O)CCCC2
→ 6.8	-0.9%
- COc1cccc(NC(=O)Nc2ccccc2SC)c1
→ 7.3	-6.5%
- Cc1cccc(N(CC(=O)Nc2c(C)n(C)n(-c3ccccc3)c2=O)S(C)(=O)=O)c1
→ -10.9	-0.1%
- Cc1ccc(C(=O)C[n+]2cc(-c3ccccc3)n3c2CCCCC3)cc1
→ -6.1	-4.7%&-4.4%
- COc1ccc2[nH]c(C(=O)NCCN3CCOCC3)cc2c1
→ -10.8	-3.0%
- Cc1ccc(-c2nc3c(c(=O)c4ccccc4n3C)c(=O)n2Cc2ccco2)cc1
→ 12.1	-1.3%
- CS(=O)(=O)NCCSCc1ccccc1
→ .	-0.9%
- Cc1c(-n2cc(C(=O)c3cc(F)ccc3O)cc(C#N)c2=O)c(=O)n(-c2ccccc2)n1C
→ 8.1	-0.9%
- Cc1ccc(C(=O)OCC(=O)Nc2ccc(S(N)(=O)=O)cc2)c(O)c1
→ .	-5.1%
- CC(C)C[C@H](NC(=O)c1nc[nH]c1C(=O)N1CCN(C(=O)OC(C)(C)C)CC1)C(=O)OCc1ccccc1
→ .	-0.8%
- Cc1c(Cl)ccc2c(C(=O)NC(C)c3ccncc3)cc(-c3ccncc3)nc12 (stereo not drawn)
→ -5.4	-6.1%
- COC1C(OC(=O)c2ccc(C)[nH]2)C(O)C(Oc2ccc3c(O)c(NC(=O)c4ccc(O)c(CC=C(C)C)c4)c(=O)oc3c2Cl)OC1(C)C (stereo not drawn)
→ .	5.5%
- Cc1occc1C(=O)N/N=C/C1=C(N2CCOCC2)C(=C\c2ccc(Cl)cc2Cl)/CC1
→ 11.5	0.3%
- Cc1ccc(NC(=O)Nc2cc(C)on2)cc1
→ 8.5	-4.2%
- Cc1c(/C=N/NC(=O)CNc2ccccc2)c2ccccn2c1C(=O)c1ccc(Cl)cc1
→ -4.3	3.2%
- S=C(Nc1ccc(Cl)c(Cl)c1)NC1CCCCC1
→ .	-0.1%
- COc1ccc(C2C(C#N)=C(N)Oc3n[nH]c(C)c32)cc1CN1CCN(c2ccc(F)cc2)CC1 (stereo not drawn)
→ .	1.2%
- O=C1NC(=S)N/C1=C\c1ccc(Oc2ccc(C(F)(F)F)cc2[N+](=O)[O-])c(Cl)c1
→ 28.5	1.7%
- Cc1ccc(C(=O)NNC(=O)Cc2csc(-c3csc(C)n3)n2)cc1
→ 4.8	0.2%
- Cc1ccccc1NC(=O)c1ccc([N+](=O)[O-])o1
→ 9.6	2.1%
- S=c1[nH]nc(-c2ccc3ccccc3n2)n1-c1ccccc1
→ -5.8	2.8%
- CCOC(=O)c1c(NC(=O)C(=O)N/N=C/c2ccc(OCC)cc2)sc2c1CCCCC2
→ 1.7	2.0%
- Cc1ccc(-c2nnn(CC(=O)Nc3ccc(S(=O)(=O)N4CCC(C)CC4)cc3)n2)cc1
→ -9.7	5.5%
- COc1ccc(COCC(O)CN2CCOCC2)cc1OC (stereo not drawn)
→ 0.8	-1.3%
- O=C(CSCCO)Nc1cccc(C(F)(F)F)c1
→ -1.8	-2.9%
- CCOC(=O)c1[nH]c2ccc(Cl)cc2c1NC(=O)c1nonc1C
→ .	-1.8%
- NC(=O)COC(=O)c1c2c(nc3ccccc13)CCCC2
→ -4.4	-1.1%
- Cc1ccc2[nH]c3c(c2c1)CN(C(=O)CN1CCCCC1)CC3
→ 4.1	-4.5%
- Nc1c(C(=O)NCc2ccccc2)c2nc3ccccc3nc2n1-c1ccc2c(c1)OCO2
→ .	-6.5%
